P. falciparum M17LAP: P. falciparum M17LAP inhibitors, primary screen, biochemical, fluorogenic H-Leu-NHMec substrate, 1536-well (AID 1619). actives 0.38% (n = 220,000). inhibition, % at 30 µM, or IC50 in µM where a hit was titrated. recombinant M17LAP, H-Leu-NHMec fluorogenic kinetic assay; higher % means a stronger effect;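 active means compound inhibiting the enzyme by more than half at any dose during confirmatory dose-response retesting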;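 further: plate controls were full reaction with DMSO carrier for no effect and no enzyme background for full effect; strong numbers were not always called active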
NOD1 inhibition: inhibition of NOD1-driven NF-kB reporter – cell-based, luminescence, uHTS, primary screen (AID 1578); NOD1-driven NF-kB luciferase reporter cells, luminescence; higher % means a stronger effect; inhibition, % at 4 µM; hits with a dose series show EC50 in µM; actives 1% (n = 290,000); in the data active means inhibition mostly above about 36%, no sharp cut-off; inactive means mostly below about 34%;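 further: HEK-293T reporter cells stimulated with the NOD1 agonist gamma-tri-DAP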
MT stabilize HCS: microtubule stabilizers in HeLa cells. HeLa tubulin immunostaining HCS, 24 h; share of cells brighter than vehicle mean+2SD. % tubulin-high responders, % at 10 µM. actives 0.83% (n = 200,000);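 active means plate Z-score above 3 for both tubulin-high and condensed-nucleus cell shares, with cell loss under 80%, at 10 µM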;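 further: anti alpha tubulin signal scored within the nucleus-defined area of each cell; some results filed as inactive read as strong as hits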
Dynein transport: dynein cargo transport inhibition. 3617.4 mouse cells, GR-EGFP nuclear translocation imaging; test concentration mostly 20 µM; stimulated with dexamethasone, 1 µM; stronger effect = lower value. z-score, hits read low. actives 0.47% (n = 220,000);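 active means plate z-score of nuclear minus cytoplasmic receptor signal below a set negative limit, without overly bright fluorescence or cell loss, cut at about -3.5 in these data, passing the limit was not always enough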;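 further: z-score of nuclear minus cytoplasmic ring GR-EGFP intensity difference per well; some compounds called inactive have numbers as strong as hits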
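Buffer or medium: tet-free, stripped-serum medium; reagent: dexamethasone at 1.0 µM final, 30 min; incubation: 48 h induction, 1 h compound, 30 min dex at 37 °C; measured by: formaldehyde fixation, Hoechst nuclear stain, 10x automated fluorescence imaging; read-out: nuclear-to-cytoplasmic GR-EGFP distribution per well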
Ins promoter up: MIN6 insulin promoter up-regulation. MIN6 insulin promoter-GFP reporter, high-content imaging; stronger effect = higher value. z-score at 5 µM. actives 0.3% (n = 190,000). AID 1625;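 active means z-score above 3 at 5 µM with at least 500 cells counted in the well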
Yfh1-depleted yeast: mitochondrial function rescue without frataxin homolog – Friedreich's ataxia, plus single-dose screen, dose response (AID 1465) | S. cerevisiae Yfh1-off respiration, WST-1 reduction, 72 h; higher fold induction means a stronger effect | fold induction at 50 µM, or EC50 in µM where a hit was titrated | actives 0.074% (n = 220,000);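 active means fold induction of absorbance versus untreated yeast above a set limit, then at least 30% activation at any dose in follow-up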;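 further: activators that raise dye reduction in frataxin-depleted yeast; strong numbers were not always called active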
bCat nuc transl: modulators of beta-catenin nuclear translocation. nuclear translocation activity, % at 5 µM. actives 0.3% (n = 190,000). HeLa beta-catenin nuclear translocation, immunofluorescence imaging;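 active means nuclear translocation activity above 50% at 5 µM, with a well cell count of 50 or more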;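 further: per-cell ratio of nuclear to cytoplasmic median beta-catenin stain intensity; plate controls were DMSO negative control for no effect and GSK-3 inhibitor IX positive control for full effect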
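test system = HeLa cells, endogenous beta-catenin | dosing = single 5 µM dose plus 0.02–20 µM confirmation series | times = compound treatment 24 h, 37°C, 5% CO2 | technique = beta-catenin immunofluorescence imaging with DAPI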
HEK293 NOD2/NF-kB: inhibition of NOD2-driven NF-kB reporter – cell-based, luminescence, uHTS, HEK293 (AID 1566) | HEK293 NOD2/NF-kB luciferase reporter, luminescence; higher % means a stronger effect | one-dose inhibition, % at 4 µM; EC50 in µM for titrated hits | actives 0.63% (n = 290,000); in the data active means inhibition above about 50%; further: many of its hits are not listed in these tables
Autophagy HCS: alters autophagy in cells. MEF GFP-LC3 puncta imaging; test concentration mostly 10 µM. calls only at 10 µM (by protocol). actives 0.98% (n = 190,000). AID 463193;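 active means percentage of spot-positive cells more than 3 SD above its plate mean, without a fluorescence outlier flag or 80% toxicity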;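 further: spot-positive cell cutoff set from DMSO-treated cells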
Dynein transport cytoplasmic EGFP: further read-out of Dynein transport, marked with its call; z-score; measured here: cytoplasmic GR-EGFP intensity; stronger effect = higher value
Dynein transport nuclear GR-EGFP: also measured in Dynein transport; calls as there; z-score; measured here: nuclear GR-EGFP intensity;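 lower value marks the stronger effect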
Dynein transport cell count: further read-out of Dynein transport, marked with its call; z-score; measured here: cell count per field
Ins promoter up cell count: further read-out of Ins promoter up, marked with its call; cell count; measured here: cytotoxicity, nuclei count;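 total cells summed across four imaged fields per well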
bCat nuc transl cell count 5 µM: further read-out of bCat nuc transl, marked with its call; cell count; measured here: cell count, cytotoxicity flag
MT stabilize HCS Hoechst-high %: also measured in MT stabilize HCS; calls as there; % Hoechst-high responders; measured here: nuclear condensation Hoechst responders;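 share of cells brighter than vehicle mean plus two SD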
MT stabilize HCS cytotoxicity %: second read-out of MT stabilize HCS, no call of its own (marks repeat the call); toxicity, %; measured here: cytotoxicity by cell density;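 0% = mean cell density of plate MIN control wells and 100% = no cells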
Autophagy HCS cell loss 18 h: further read-out of Autophagy HCS, marked with its call; toxicity, %; measured here: cell loss, nuclei count;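 cell loss after 18 h compound exposure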
* hit, by the source's call; i = inactive; / = no result given. Only part of the results is shown, so the mix of outcomes need not match the whole.

SMILES	P. falciparum M17LAP	NOD1 inhibition	MT stabilize HCS	MT stabilize HCS Hoechst-high %	MT stabilize HCS cytotoxicity %	Dynein transport	Dynein transport cytoplasmic EGFP	Dynein transport nuclear GR-EGFP	Dynein transport cell count	Ins promoter up	Ins promoter up cell count	Yfh1-depleted yeast	bCat nuc transl	bCat nuc transl cell count 5 µM	HEK293 NOD2/NF-kB	Autophagy HCS	Autophagy HCS cell loss 18 h
COc1ccc2[nH]cc(S(=O)(=O)c3ccc(C)cc3)c2c1	0%	-5%	3.4	2.2	10	0.62	-0.27	0.44	0.025	-0.18	1225	i	-0.8	1130	17%	i	-33
Nc1c(-c2ccccn2)cnn1-c1nc(-c2ccc(F)cc2)cs1	3%	-6%	5.9	2.8	6.2	-1.6	0.16	-0.35	1.9	0.1	999	i	-2.2	1084	-10%	i	1
COC(=O)c1ccccc1NC(=O)CN(c1cc(OC)ccc1OC)S(C)(=O)=O	-4%	-2%	1.2	1.1	2.4	1.3	0.18	1.4	-2	1.2	824	i	1.1	1164	-21%	i	2
O=C(Cc1ccccc1)NCC(=O)OCC(=O)c1ccc(OC(=O)c2ccccc2)cc1	-7%	-1%	0.9	1.4	7.2	0.3	-0.2	0.14	-0.0098	-0.53	1705	i	1.1	1382	1%	i	-6
NS(=O)(=O)c1ccc(N2CCCC2=O)c([N+](=O)[O-])c1	2%	-19%	2.5	2.3	9.4	0.32	-0.27	-0.14	0.65	-0.46	1538	i	1.7	1469	12%	i	-3
c1cnc(SCCOc2cccc3ccccc23)nc1	5%	-4%	1.4	2.5	6.3	-0.69	0.074	-0.39	0.64	0.96	899	i	2.0	1017	-86%	i	-1
O=C(Nc1ccc(NC(=O)c2ccco2)cc1)c1ccc2c(c1)OCO2	6%	-25%	1.1	1.2	4.0	0.17	-0.25	0.75	0.035	1.1	964	i	0.5	1081	-10%	i	-2
CN(c1ncc(C(F)(F)F)cc1Cl)N1C(=O)C2ONC3(C(=O)CC(C)(C)CC3=O)C2C1=O (stereo not given)	32%	-8%	1.9	1.6	5.7	-1.1	-0.2	-0.62	0.31	0.03	1297	i	-0.6	1107	1%	i	26
COc1ccc(-c2oc3ncnc(NCCCN4CCOCC4)c3c2-c2ccc(OC)cc2)cc1	7%	17%	5.1	3.2	3.8	0.35	-0.24	0.22	0.059	-4.1	635	i	-0.2	979	25%	i	16
COc1ccc(CN=C(N)N=C(N)N)cc1Cl	-2%	-16%	6.3	2.1	6.9	-0.22	-0.29	0.018	0.34	-0.03	1305	i	-1.5	1125	6%	i	16
CCN1C(=O)CSc2ccc(C(=O)NCc3ccc(OC)cc3)cc21	3%	-20%	1.6	1.4	16	1.3	-0.41	0.28	0.9	-1.3	926	i	/	/	3%	i	-1
CCOC(=O)C1CCN(S(=O)(=O)c2ccc(-n3cnnn3)c(C)c2)CC1	3%	17%	5.6	5.2	3.5	0.026	-0.33	0.04	0.14	0.37	1226	i	-3.0	880	7%	i	0
Oc1ccccc1OCc1nc2ccccc2s1	-3%	-87%	4.3	1.8	5.8	0.79	-0.053	0.9	-2.2	/	/	i	1.0	1185	-96%	i	11
COc1ccc(Cn2cccc(NC(=O)Nc3ccc(F)cc3)c2=O)cc1	-11%	38%	2.3	0.9	6.0	-0.19	-0.28	-0.034	0.32	-0.05	1396	i	-2.5	1104	20%	i	-3
O=C1CC(c2ccccc2)CN1S(=O)(=O)c1ccccc1 (stereo not given)	-1%	-2%	2.8	2.6	9.5	-0.47	-0.24	-0.27	0.53	-0.24	970	i	-3.6	1153	3%	i	10
O=C(C1=C(O)C(=O)N(CCCN2CCOCC2)C1c1ccccn1)c1cc2ccccc2o1 (stereo not given)	8%	-2%	3.2	2.7	11	-0.24	0.64	0.43	-0.11	0.21	1133	i	-6.9	1032	-9%	i	2
O=C(Cn1cnc2c(nnn2Cc2ccc(F)cc2)c1=O)Nc1cccc(F)c1	0%	-18%	3.2	2.0	4.6	-0.071	-0.28	-0.033	0.36	0	1585	i	-0.4	942	16%	i	11
O=C(COc1cccc2c1CCN(Cc1ccccc1F)C2=O)N1CCCCC1	-1%	-16%	1.2	1.5	2.6	3.3	-0.21	1.9	-1.6	-0.3	1298	i	-0.4	1141	-14%	i	15
CCN(CCCNC(=O)CCn1c(=O)[nH]c2ccsc2c1=O)c1ccccc1	0%	-46%	2.5	3.3	6.4	0.62	-0.18	0.24	-0.26	0.05	1088	i	8.3	1001	-4%	i	-4
CC(CCc1ccccc1)NC(=O)c1cc2sccc2n1C (stereo not given)	4%	-14%	2.9	3.2	7.2	-0.69	0.57	0.56	-0.35	-0.19	2009	i	-1.5	1050	-4%	i	-11
Cc1nc2cc(Cl)ccc2n1CCO	0%	-15%	2.0	2.1	20	-0.29	-0.2	-0.028	-0.054	0.09	1392	i	-0.2	1030	-1%	i	0
CCOc1ccc2nc(SCC(=O)c3cccs3)sc2c1	-6%	-25%	3.3	3.3	7.6	0.21	-0.23	0.12	0.58	0.02	1273	i	0.8	861	-56%	i	-8
O=C(COC(=O)Cn1cnc2ccccc21)NCc1ccc(F)cc1	2%	-38%	2.6	1.7	6.9	-0.19	-0.35	0.16	1.1	-0.08	1199	i	-0.9	1020	3%	i	1
C/C(=N/NS(=O)(=O)c1ccc(Cl)cc1)c1cccc(NC(=O)c2ccc(Cl)cc2Cl)c1	0%	12%	3.1	1.6	7.8	0.44	-0.23	0.052	-0.12	/	/	/	/	/	2%	i	-25
CS(=O)(=O)CCC(C(=O)n1nnc2ccccc21)N1C(=O)c2ccccc2C1=O (stereo not given)	58%	-13%	3.6	0.9	2.7	0.4	-0.18	0.51	-0.33	0.27	1344	i	-0.5	1154	0%	i	6

Entries of single compounds, looked up by structure. Order of values: P. falciparum M17LAP | NOD1 inhibition | MT stabilize HCS | MT stabilize HCS Hoechst-high % | MT stabilize HCS cytotoxicity % | Dynein transport | Dynein transport cytoplasmic EGFP | Dynein transport nuclear GR-EGFP | Dynein transport cell count | Ins promoter up | Ins promoter up cell count | Yfh1-depleted yeast | bCat nuc transl | bCat nuc transl cell count 5 µM | HEK293 NOD2/NF-kB | Autophagy HCS | Autophagy HCS cell loss 18 h
CC(CCc1ccccc1)NC(=O)c1cc2sccc2n1C (stereo not given) across the screens: 4% | -14% | 2.9 | 3.2 | 7.2 | -0.69 | 0.57 | 0.56 | -0.35 | -0.19 | 2009 | i | -1.5 | 1050 | -4% | i | -11
CCN(CCCNC(=O)CCn1c(=O)[nH]c2ccsc2c1=O)c1ccccc1 across the screens: 0% | -46% | 2.5 | 3.3 | 6.4 | 0.62 | -0.18 | 0.24 | -0.26 | 0.05 | 1088 | i | 8.3 | 1001 | -4% | i | -4
NS(=O)(=O)c1ccc(N2CCCC2=O)c([N+](=O)[O-])c1 across the screens: 2% | -19% | 2.5 | 2.3 | 9.4 | 0.32 | -0.27 | -0.14 | 0.65 | -0.46 | 1538 | i | 1.7 | 1469 | 12% | i | -3

Continuation:
SMILES	P. falciparum M17LAP	NOD1 inhibition	MT stabilize HCS	MT stabilize HCS Hoechst-high %	MT stabilize HCS cytotoxicity %	Dynein transport	Dynein transport cytoplasmic EGFP	Dynein transport nuclear GR-EGFP	Dynein transport cell count	Ins promoter up	Ins promoter up cell count	Yfh1-depleted yeast	bCat nuc transl	bCat nuc transl cell count 5 µM	HEK293 NOD2/NF-kB	Autophagy HCS	Autophagy HCS cell loss 18 h
Cc1nc(-c2ccc(C(=O)O)cc2)cs1	-8%	-6%	2.9	1.2	5.6	0.76	-0.22	0.55	-0.84	-0.08	1346	i	-1.4	1159	6%	i	3
COc1cccc(CN(C)c2nc(-c3cccs3)nc3ccccc23)c1	7%	8%	1.7	2.3	4.3	0.036	-0.15	0.49	-0.93	-0.01	1322	i	1.7	837	-2%	i	12
Cn1cc(/C=N/NC(=O)COc2ccccc2[N+](=O)[O-])c2ccccc21	8%	-61%	6.2	11	8.1	0.37	-0.22	0.35	-0.65	0.13	1192	i	-5.2	567	28%	i	-1
Nc1cc(N)nc(SCCOc2ccccc2F)n1	-5%	-50%	3.8	1.6	1.4	0.16	-0.19	0.34	-0.11	0.52	1014	i	1.7	1031	-46%	i	-2
O=c1[nH]c(Cc2ccc(F)cc2)nc2scc(-c3ccc(F)cc3)c12	11%	16%	1.7	1.8	5.0	-0.43	-0.16	-0.13	0.26	-0.43	1153	i	-1.5	970	0%	i	5
CC1(C)NC(=O)N(CC(O)CN2C(=O)CCC2=O)C1=O (stereo not given)	1%	-12%	3.0	2.5	0.6	-0.31	-0.22	-0.17	1.3	-0.2	1329	i	-5.4	1212	14%	i	8
CN(C)c1ncc(S(=O)(=O)c2ccc(Cl)cc2)c(-c2ccccc2)n1	-3%	-17%	2.3	1.7	4.8	-0.13	-0.21	-0.24	0.45	-3.1	701	i	0.8	1381	-1%	i	-7
CCc1ccc(-n2c(=S)sc3c(=O)n(-c4ccccc4OC)c(=S)[nH]c32)cc1	10%	9%	4.1	2.3	6.8	0.014	-0.31	-0.0066	0.35	/	/	i	-3.3	557	6%	i	4
CCCCC(=O)N/N=C(\C)CC(=O)Nc1cc(Cl)ccc1OC	12%	3%	2.3	0.8	7.1	-0.014	0.3	-0.19	0.1	/	/	/	/	/	4%	i	-14
Nc1nc(SCC(=O)NCC2CCCO2)[nH]c(=O)c1NC(=O)c1ccco1 (stereo not given)	1%	-12%	1.5	0.6	1.1	1.7	-0.24	1.4	-0.99	-0.15	1332	i	-0.3	1072	-40%	i	9
